Myeloid diff 2 = compounds promoting myeloid differentiation. ER-HoxA9 myeloid progenitors, lysozyme-GFP differentiation, flow cytometry. calls only at 10 µM. AID 624256. actives 1% (n = 360,000);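 active means normalized GFP-positive differentiation at or above the plate's own cutoff, the solvent-only control mean plus 3 SD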;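 further: cells exposed to compound for four days before flow analysis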
T cell modulator = T cell immune modulators affecting CD8 T cell-vesicle binding; 2C CD8+ T cell-vesicle binding, flow cytometry; stronger effect = lower value; actives 0.068% (n = 330,000); calls only at 7 µM; AID 2052;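 active means response, share of CD8 T cells binding vesicles, and their 90th percentile fluorescence all below set limits, cut at about 80% in these data, passing the limit was not always enough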
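System: murine 2C transgenic CD8+ T lymphocytes; also added: QL9-loaded Drosophila micro-vesicles; times: binding 1.5 h at 37 °C; measured by: flow cytometry, PE anti-B7-1 (FL2) versus Alexa647 anti-CD8 (FL8), PFA-fixed; control set: Peptide-free naked vesicles (low) and QL9 vesicles with 0.7% DMSO vehicle (high)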
RSV antiviral HEp-2 = inhibition of RSV-induced cytopathic effect – HEp-2 cells, primary 10 µM value included (AID 2391); HEp-2 cells, RSV-induced CPE inhibition; higher % means a stronger effect; CPE inhibition, % at 10 µM; hits with a dose series show IC50 in µM; actives 0.13% (n = 310,000); in the data active means a potency from the dose series; further: strong numbers were not always called active
West Nile virus CPE = inhibition of WNV-induced cytopathic effect – cell-based, CPE readout (AID 1621) | actives 0.02% (n = 290,000) | CPE inhibition, % at 10 µM; hits with a dose series show IC50 in µM | West Nile virus-infected cells, CPE inhibition; higher % means a stronger effect; in the data active means a potency from the dose series; further: strong numbers were not always called active
WT yeast gro inh = growth inhibition of WT yeast, mitochondrial fusion screen. mitochondrial fusion phenotypic screen, WT strain. inhibition, % at 10 µM. actives 2.1% (n = 190,000). AID 1362; in the data active means inhibition above about 58%; tested in S. cerevisiae
Salmonella PhoP GFP = PhoP-dependent GFP reporter repression – Salmonella Typhimurium, primary screen (AID 1863); S. Typhimurium PhoP-regulated promoter GFP reporter, 4 h; higher % means a stronger effect; one-dose inhibition, % at 50 µM; IC50 in µM for titrated hits; actives 0.16% (n = 300,000);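 active means inhibition over 29.93%, a cutoff 3 SD above the screen mean, later confirmed by dose response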;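 further: 0% = low Mg2+ inducing control and 100% = high Mg2+ repressing control; strong numbers were not always called active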
bCat nuc transl = alters nuclear translocation of beta-catenin in HeLa cells; immunofluorescence imaging; nuclear translocation activity, % at 5 µM; actives 0.3% (n = 190,000); AID 1665;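 active means nuclear translocation activity above 50% at 5 µM, with a well cell count of 50 or more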;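 further: per-cell ratio of nuclear to cytoplasmic median beta-catenin stain intensity; plate controls were DMSO negative control for no effect and GSK-3 inhibitor IX positive control for full effect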
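test system = HeLa cells, endogenous beta-catenin | dosing = single 5 µM dose plus 0.02–20 µM confirmation series | times = compound treatment 24 h, 37°C, 5% CO2 | technique = beta-catenin immunofluorescence imaging with DAPI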
Rac1 GTP hydrolysis = MgcRacGAP GTPase-activating activity inhibitors, confirmation, biochemical, ADP Hunter fluorescence. MgcRacGAP-stimulated Rac1 GTP hydrolysis, ADP Hunter fluorescence; higher % means a stronger effect; GST-tagged Rac1 F28L mutant substrate. one-dose inhibition, % at 30 µM; IC50 in µM for titrated hits. actives 0.6% (n = 340,000);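 active means first-screen hits whose inhibition reached a set limit at any dose in the follow-up dose series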;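 further: fluorescence reports GDP produced by GAP-driven GTP hydrolysis; strong numbers were not always called active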
Large T inhibition = TAg ATPase/helicase activity blockers – biochemical (AID 1903). SV40 large T antigen ATPase/helicase inhibition assay; higher % means a stronger effect. actives 0.39% (n = 310,000). inhibition, % at 20 µM; hits with a dose series show IC50 in µM; in the data active means a potency from the dose series; further: strong numbers were not always called active
WT yeast gro inh mutant strain = also measured in WT yeast gro inh; calls as there; inhibition, %; mitochondrial fusion phenotypic screen, mutant strain inhibition
bCat nuc transl cell count 5 µM = second read-out of bCat nuc transl, no call of its own (marks repeat the call); cell count; measured here: cell count, cytotoxicity flag
T cell modulator vesicle-bound % = further read-out of T cell modulator, marked with its call; double positive events, %; measured here: CD8+ vesicle-bound cell fraction;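 binding gate set so that unloaded-vesicle control wells show 10% double positive cells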
Myeloid diff 2 GFP+ MAC1+ % = also measured in Myeloid diff 2; calls as there; GFP+ MAC1+ double positive, %; measured here: differentiation confirmed by MAC1 staining
An asterisk follows results filed as active; i = inactive; · = not tested or not shown; + = active, no number.

SMILES	Myeloid diff 2	Myeloid diff 2 GFP+ MAC1+ %	T cell modulator	T cell modulator vesicle-bound %	RSV antiviral HEp-2	West Nile virus CPE	WT yeast gro inh	WT yeast gro inh mutant strain	Salmonella PhoP GFP	bCat nuc transl	bCat nuc transl cell count 5 µM	Rac1 GTP hydrolysis	Large T inhibition
O=C(NC1CCCN(Cc2ccc(Cl)cc2)C1)c1cnc2ccccn2c1=O (centres undefined)	i	0.8	i	10.1	11.0%	-1.0%	·	·	5.9%	·	·	-0.4%	0.2%
CC(NS(=O)(=O)c1ccc(Cl)cc1)C(=O)N1CCOCC1 (centres undefined)	i	0.7	i	17.6	1.7%	0.3%	·	·	1.4%	·	·	0.9%	1.3%
CCCCC(=O)Nc1ccc(C(=O)NNC(=O)c2ccc(C)c(Br)c2)cc1	i	1.5	i	18.7	0.6%	-0.8%	-3.7	-8.3	20.0%	-0.5	1036	3.4%	-3.5%
Cc1ccc(CCNC(=O)c2nc(CS(=O)(=O)c3ccc(Cl)cc3)no2)cc1	i	3.2	i	1.6	1.0%	0.2%	·	·	2.8%	·	·	5.7%	1.9%
Cc1cc(C)cc(NC(=O)C2CCN(S(=O)(=O)c3ccc4[nH]c(=O)ccc4c3)CC2)c1	i	2.7	i	23.5	3.6%	0.2%	·	·	·	·	·	1.5%	0.7%
CCN(CC)C(=O)CN1C(=O)C2(OCC(C)(C)CO2)c2ccccc21	i	1.2	i	39.7	2.9%	·	·	·	·	·	·	7.0%	·
Cc1ccccc1Cn1c(=O)n(CCCC(=O)NCc2ccco2)c(=O)c2ccccc21	i	0.1	i	34.3	1.6%	0.9%	46.0	28.0	-11.0%	3.5	1094	9.3%	11.0%
COc1ccc(C2CC(=O)C(C=NCCCN3CCOCC3)=C(O)C2)cc1 (centres undefined)	i	1.0	i	36.8	0.8%	-0.4%	2.9	-10.2	-1.6%	-0.6	1071	4.9%	10.6%
CCOC(=O)c1cnc2c(C)c(-c3ccccc3)[nH]n2c1=O	i	1.1	i	52.5	1.2%	1.0%	10.9	17.9	-9.2%	-2.1	1209	24.4%	12.9%
N#Cc1c(Cl)nsc1NC(=O)c1ccccc1	i	0.0	i	51.8	9.6%	-2.1%	19.3	19.0	4.0%	9.1	862	9.0%	1.2%
COc1cccc(/C=C2\Oc3cc(OCC(=O)N4CCCC4)ccc3C2=O)c1OC	i	1.6	i	25.5	1.6%	1.2%	·	·	-9.6%	·	·	8.5%	11.8%
O=C(C[n+]1cccc(O)c1)NCc1ccc(Cl)cc1	i	0.1	i	60.1	0.8%	-0.2%	·	·	0.7%	·	·	-1.7%	6.7%
Cn1nc(C(=O)Nc2nnc(C3CC3)s2)c2ccccc2c1=O	i	0.9	i	9.0	0.3%	0.5%	-9.8	6.0	-7.6%	1.2	1030	7.9%	12.3%
O=C1N[C@H](Cc2ccccc2)C(=O)N[C@H]1Cc1cn(S(=O)(=O)c2ccccc2)c2ccccc12	·	·	i	29.1	-0.1%	-0.6%	·	·	·	·	·	·	5.6%
O=C(C1CC(=O)N(c2ccccc2)C1)N1CCN(c2ccccc2)CC1 (centres undefined)	i	0.7	i	16.3	1.2%	-0.2%	·	·	-1.9%	·	·	6.0%	11.5%

4 structures already listed, ordered by molar mass, smallest number first:
SMILES	Myeloid diff 2	Myeloid diff 2 GFP+ MAC1+ %	T cell modulator	T cell modulator vesicle-bound %	RSV antiviral HEp-2	West Nile virus CPE	WT yeast gro inh	WT yeast gro inh mutant strain	Salmonella PhoP GFP	bCat nuc transl	bCat nuc transl cell count 5 µM	Rac1 GTP hydrolysis	Large T inhibition
N#Cc1c(Cl)nsc1NC(=O)c1ccccc1	i	0.0	i	51.8	9.6%	-2.1%	19.3	19.0	4.0%	9.1	862	9.0%	1.2%
O=C(C1CC(=O)N(c2ccccc2)C1)N1CCN(c2ccccc2)CC1 (centres undefined)	i	0.7	i	16.3	1.2%	-0.2%	·	·	-1.9%	·	·	6.0%	11.5%
COc1ccc(C2CC(=O)C(C=NCCCN3CCOCC3)=C(O)C2)cc1 (centres undefined)	i	1.0	i	36.8	0.8%	-0.4%	2.9	-10.2	-1.6%	-0.6	1071	4.9%	10.6%
COc1cccc(/C=C2\Oc3cc(OCC(=O)N4CCCC4)ccc3C2=O)c1OC	i	1.6	i	25.5	1.6%	1.2%	·	·	-9.6%	·	·	8.5%	11.8%

Later entries.
SMILES	Myeloid diff 2	Myeloid diff 2 GFP+ MAC1+ %	T cell modulator	T cell modulator vesicle-bound %	RSV antiviral HEp-2	West Nile virus CPE	WT yeast gro inh	WT yeast gro inh mutant strain	Salmonella PhoP GFP	bCat nuc transl	bCat nuc transl cell count 5 µM	Rac1 GTP hydrolysis	Large T inhibition
CCn1c2ccccc2c2cc(NC(=O)CN(C)CC(=O)Nc3ccc(N4CCOCC4)cc3)ccc21	i	0.1	i	42.6	58.4%	-0.9%	17.7	-6.3	-9.4%	0.7	1094	5.8%	4.9%
CCOc1cccc2cc(C(=O)NCc3ccccc3Cl)c(=O)oc12	i	0.6	i	37.9	0.3%	-0.7%	·	·	-2.2%	·	·	-2.0%	1.1%
O=C(CCNS(=O)(=O)c1ccccc1C(F)(F)F)NCc1ccc2c(c1)OCO2	i	0.8	i	35.2	-1.0%	0.3%	0.0	2.8	21.1%	-6.5	1236	7.5%	17.6%
CC(C)(C)n1ncc2c(=O)n(CC(=O)NCc3ccc(F)cc3)cnc21	+	1.2*	i	60.2	3.1%	0.6%	-13.4	-10.4	-6.0%	-0.4	964	10.8%	-0.3%
Cc1c(OC(C)C(=O)NCCCn2ccnc2)ccc2c3c(c(=O)oc12)CCC3 (centres undefined)	i	0.0	i	38.4	-1.9%	-1.2%	·	·	4.2%	·	·	21.1%	12.2%
COc1ccc(Cl)cc1S(=O)(=O)N1CCC(C(=O)N2CCOCC2)CC1	i	0.2	i	11.4	1.6%	0.3%	·	·	-5.0%	·	·	7.2%	5.4%
CCOc1ccccc1N1CCN(C(=O)c2cc(S(=O)(=O)N(C)C)ccc2N2CCCC2)CC1	i	0.1	i	8.6	-0.4%	·	·	·	·	·	·	5.2%	·
O=C(O)COc1ccc(-c2nnn(CC(=O)O)n2)cc1	i	4.4	i	55.7	1.3%	0.4%	13.0	15.4	4.0%	-1.5	1091	1.5%	8.8%
CC(C)Oc1ccc(Cn2c(=O)sc3ccccc32)cc1	i	0.6	i	34.3	17.2%	-0.6%	32.6	6.3	1.8%	-1.2	543	8.6%	7.3%
Cc1ccc(C)c(NC(=O)c2ccc(OCc3c(C)noc3C)cc2)c1	i	1.9	i	16.5	2.0%	·	·	·	·	·	·	2.6%	·
CC1Sc2ccc(S(=O)(=O)N3CCC(C(=O)N(C)Cc4ccccc4)CC3)cc2NC1=O (centres undefined)	i	1.6	i	40.7	6.1%	-0.5%	·	·	5.5%	·	·	5.7%	-13.2%
CC(C)(C)c1ccc(S(=O)(=O)NCc2ccc(C(=O)N3CCOCC3)cc2)cc1	i	14.6	i	50.3	-2.4%	-0.7%	-2.3	0.2	-2.9%	·	·	1.3%	-18.3%
Cc1ccc(CCNS(=O)(=O)c2cc(Br)cnc2N)cc1	i	1.6	i	27.5	1.6%	-0.4%	·	·	1.2%	·	·	11.4%	8.6%
O=C(NC1CCCCC1)C1c2ccccc2C(=O)N1Cc1ccc2c(c1)OCO2 (centres undefined)	i	0.4	i	60.2	-2.1%	-0.3%	6.6	10.6	6.5%	-2.8	1053	6.6%	-13.9%
CCOc1cc(/C=C2/C(=O)ON=C2C)ccc1OCc1ccccc1F	i	3.1	i	47.3	20.4%	-0.4%	11.1	-10.3	1.3%	0.2	1410	13.4%	9.6%
Cc1ccc(-c2nnn(CC(=O)N(Cc3ccc(F)cc3)C(C(=O)NC3CCCC3)c3ccncc3)n2)o1 (centres undefined)	i	0.9	i	43.6	2.8%	-0.7%	-10.0	-2.1	-0.7%	-4.0	501	7.5%	7.5%
CCSc1nnc(CCNC(=O)OC(C)(C)C)o1	i	0.8	i	50.1	-0.7%	0.5%	4.5	2.0	8.9%	-0.9	1252	1.6%	0.1%
Cc1onc(-c2ccccc2)c1-c1nnc(CN2CCN(S(=O)(=O)c3ccccc3)CC2)o1	i	2.1	i	47.8	1.4%	·	·	·	·	·	·	-0.8%	·
CCOC(=O)CNC(=O)C1CCCN(c2ncccn2)C1 (centres undefined)	i	6.2	i	7.4	1.1%	-0.1%	-10.4	-9.0	2.6%	-6.7	975	-3.9%	2.6%
CCC(C)n1c(/C=C/c2ccccc2)nc2ccccc21 (centres undefined)	i	0.4	i	49.7	2.6%	0.2%	46.7	17.8	23.7%	-1.6	744	5.4%	2.0%
Cc1cc(C)cc(NC(=O)N2CCN(S(C)(=O)=O)CC2)c1	i	0.1	i	68.1	0.6%	0.3%	10.0	11.4	2.9%	-1.7	1123	4.5%	-0.2%
Cc1ccc(Cn2c(=N)n(CC(O)c3ccco3)c3ccccc32)cc1 (centres undefined)	i	1.2	i	18.4	3.6%	-0.6%	6.8	20.8	14.6%	-2.7	1204	6.7%	13.7%
CC(C)CNC(=O)c1ccc(Cl)c(NC(=O)COc2ccccc2)c1	·	·	i	50.9	0.2%	-0.8%	-7.2	-21.6	0.4%	2.2	900	·	22.4%
O=C(CNC(=O)c1ccc(Br)o1)NCCc1ccc(F)cc1	i	1.0	i	25.5	1.3%	-0.6%	·	·	-4.8%	·	·	8.7%	14.1%
O=C(N/N=C/c1cccc(OC(=O)c2ccco2)c1)c1ccc(F)cc1	i	1.5	i	6.0	0.5%	1.0%	-12.4	-5.3	-6.6%	-0.9	496	5.3%	31.5%
Cc1ccc(C)c(S(=O)(=O)N2CCCC2CNC(=O)C(=O)NCc2ccccc2C)c1 (centres undefined)	i	0.6	i	36.8	1.5%	·	·	·	11.4%	·	·	13.7%	4.2%
COc1ccc(NC(=O)CCNC(=O)C2CCN(S(=O)(=O)c3ccc(F)cc3)CC2)cc1OC	i	0.9	i	10.0	2.6%	-0.2%	·	·	3.2%	·	·	11.6%	6.0%
O=C(Nc1nnc(SCC(=O)N2CCCc3ccccc32)s1)c1ccccc1	i	0.3	i	8.8	3.3%	-0.9%	9.3	13.9	-12.2%	0.8	1041	6.3%	20.5%
Cc1occc1C(=O)NNC(=O)Nc1ccc(F)cc1F	i	0.2	i	54.5	1.1%	0.1%	-6.1	7.3	-13.8%	2.7	970	10.4%	2.4%
O=C(CSc1ncccn1)N1CCN(S(=O)(=O)c2ccccc2)CC1	i	1.0	i	29.4	0.3%	-0.2%	·	·	·	-1.4	1324	-6.5%	8.9%
Cc1ccc(C(=O)NCc2ccc(Cl)c(Cl)c2)o1	i	1.2	i	40.0	0.9%	-0.4%	14.5	3.4	19.9%	-0.1	878	3.7%	3.8%
O=C(Nc1ccc(Br)cc1)c1ccco1	i	9.7	i	24.7	9.1%	0.1%	25.1	26.7	4.9%	0.6	1239	3.2%	2.1%

Compound activity as filed in PubChem.
